bovine MsrA act – bovine methionine sulfoxide reductase A activation | 360,000 tested, 0.3% active | activation, % at 10.6 µM | purified bovine MsrA, absorbance read-out; in the data active = activation above about 7.5%;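 also: 0% = vehicle and 100% = reference activator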
MLLE-PAM2 inh – blocks PAM2 peptide binding to the PABP1 MLLE domain; P11940; GST-MLLE / FITC-PAM2 fluorescence polarization; inhibition, % at 20 µM; 360,000 tested, 0.36% active; AID 588489; in the data active = inhibition above about 35%, passing the limit was not always enough;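 also: plate controls were DMSO wells with GST-MLLE for no effect and wells lacking GST-MLLE protein for full effect; some results filed as inactive read as strong as hits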
Target sequence (P11940 whole entry, looked up, the tested form may be a part): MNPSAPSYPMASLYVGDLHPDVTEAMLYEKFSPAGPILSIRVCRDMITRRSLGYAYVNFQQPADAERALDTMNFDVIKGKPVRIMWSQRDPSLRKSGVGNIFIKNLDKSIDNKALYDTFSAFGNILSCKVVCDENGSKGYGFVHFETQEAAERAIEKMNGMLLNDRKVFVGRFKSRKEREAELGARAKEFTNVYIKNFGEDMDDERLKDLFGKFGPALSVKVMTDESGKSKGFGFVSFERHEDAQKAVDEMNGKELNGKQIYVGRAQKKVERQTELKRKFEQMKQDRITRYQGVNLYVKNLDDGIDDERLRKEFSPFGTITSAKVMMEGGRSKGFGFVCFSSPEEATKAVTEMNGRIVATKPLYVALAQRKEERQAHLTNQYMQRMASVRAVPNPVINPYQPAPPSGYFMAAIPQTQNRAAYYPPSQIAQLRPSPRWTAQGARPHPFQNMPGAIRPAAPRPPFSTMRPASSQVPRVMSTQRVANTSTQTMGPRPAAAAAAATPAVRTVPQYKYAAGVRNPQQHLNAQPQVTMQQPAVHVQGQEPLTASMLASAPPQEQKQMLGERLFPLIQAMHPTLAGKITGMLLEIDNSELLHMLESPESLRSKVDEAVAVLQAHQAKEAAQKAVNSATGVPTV
FAS-TE inh – blocks the thioesterase domain of human fatty acid synthase; P49327; recombinant FAS-TE, OMFH fluorogenic substrate, fluorescence endpoint; inhibition, % at 15 µM; 360,000 tested, 0.67% active;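 active = compounds whose normalised, plate-corrected inhibition of enzyme fluorescence in the single-dose primary screen is 50% or more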;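 also: 0% = DMSO with enzyme and 100% = substrate without enzyme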
CSN deneddyl inh – blocks human CSN-mediated cullin deneddylation | Q92905 | Purified CSN, SCF-Nedd8-OG deneddylation, fluorescence polarization | inhibition, % at 12.5 µM | 360,000 tested, 0.38% active;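 active = pattern-corrected inhibition above about 35%, with an unprinted fluorescence ratio check between 0.5 and 1.5, limit read from the data, passing the limit was not always enough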;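 also: 0% = enzyme with substrate and 100% = substrate without enzyme; some results filed as inactive read as strong as hits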
Target sequence (Q92905 whole entry, looked up, one chain of several): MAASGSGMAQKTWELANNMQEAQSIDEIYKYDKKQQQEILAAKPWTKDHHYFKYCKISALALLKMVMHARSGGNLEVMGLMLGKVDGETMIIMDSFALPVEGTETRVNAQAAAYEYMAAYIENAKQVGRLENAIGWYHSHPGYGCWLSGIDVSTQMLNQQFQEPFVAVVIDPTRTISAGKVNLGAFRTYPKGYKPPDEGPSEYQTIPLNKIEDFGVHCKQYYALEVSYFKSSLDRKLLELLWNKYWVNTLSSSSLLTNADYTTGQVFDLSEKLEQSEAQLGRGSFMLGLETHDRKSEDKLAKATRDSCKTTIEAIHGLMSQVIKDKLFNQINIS
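Test system: purified human Csn5 enzyme expressed in HEK293T cells. Amount: 0.24 nM enzyme. Reagent: SCFSkp2-Nedd8OG substrate at 10 nM final. Schedule: 90 min incubation of compound, enzyme and substrate at room temperature. Detection: fluorescence polarization. Read-out: % inhibition of substrate cleavage by Csn5.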
Tb MetRS inh – Trypanosoma brucei MetRS inhibition. purified T. brucei MetRS, ATP depletion, Kinase-Glo luminescence. inhibition, % at 11.9 µM. 360,000 tested, 0.4% active;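 active = inhibition above a per-plate cutoff of the control wells' mean inhibition plus 3 SD, cut at about 5.5% in these data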;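 also: 0% = DMSO wells median and 100% = median of wells with control inhibitor compound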
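Material: T. brucei methionyl-tRNA synthetase, purified; reagent: substrates ATP, L-methionine and bulk Escherichia coli tRNA; dosing: 11.9 µM single point; timing: 15 min plus 2 h at 25 °C; detection: luminescence of leftover ATP; evaluation: % inhibition; control set: DMSO-only wells as low control; replicates: singlicate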
eLon inh – inhibits E. coli Lon protease; P0A9M0; 360,000 tested, 0.42% active; inhibition, % at 7.94 µM; purified E. coli Lon protease, fluorescence polarization; in the data active = inhibition above about 13%, passing the limit was not always enough;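 also: 0% = enzyme with probe and DMSO and 100% = no enzyme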
MsrA inh – bovine MsrA inhibition | inhibition, % at 15.5 µM | purified bovine MsrA, absorbance read-out | 360,000 tested, 0.75% active | AID 651718; in the data active = inhibition above about 4.5%;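 also: 0% = vehicle wells with enzyme and 100% = reference inhibitor wells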
Rin1-Abl PPI inh – human Rin1-Abl interaction inhibition; P00519+Q13671; TR-FRET Rin1/Abl binding, biochemical; inhibition, % at 7.35 µM; 360,000 tested, 0.4% active; AID 588664; in the data active = inhibition above about 5%, passing the limit was not always enough
Neddyl block – blocks human cullin neddylation. calls only at 25 µM. 360,000 tested, 0.58% active. TR-FRET cullin neddylation, biochemical; in the data active = inhibition above about 36%
* hit, by the source's call; i = inactive; . = no result given; & = joins results of further samples.

Value order – bovine MsrA act, MLLE-PAM2 inh, FAS-TE inh, CSN deneddyl inh, Tb MetRS inh, eLon inh, MsrA inh, Rin1-Abl PPI inh, Neddyl block
#1 Cc1ccc(NC(=O)C(CC(=O)O)C2CCCO2)c(C)c1 (configuration not stated)
    -5, -1, -6, -2, -1.3, 0, -1.0, 2, i
#2 COc1cc(N=Nc2c(C)n(C)n(-c3ccccc3)c2=O)ccc1N
    -3, 3, -3, 10, -0.6, -15, 0.7, -8, i
#3 COc1ccc(-c2nc(CN3CCN(C(=O)c4ccco4)CC3)c(C)o2)cc1OC
    -3, -2, -2, -2, 0.0, -5, 1.0, 1, i
#4 COc1cc(/C=C2\C(=O)N(C)C(=S)N2C)ccc1O
    7, -36, -8, 8, 0.3, -84, -0.4, -1, i
#5 COc1cc(CNCc2cccnc2)ccc1OCc1ccccc1
    1, 12, -6, 5, -0.7, -1, 0.1, -1, i
#6 Cc1ccc(S(=O)(=O)c2nc(S(=O)(=O)c3ccccc3)sc2N2CCN(CCO)CC2)cc1
    -1, 6, 4, 2, -0.1, -2, 1.1, -3, i
#7 CC(=O)C1=C(O)C(=O)N(Cc2cccnc2)C1c1ccc(C(C)C)cc1 (configuration not stated)
    -5, 4, 0, 0, -0.7, 0, 1.1, 3, i
#8 COc1nc(NCCN2CCOCC2)nc(Nc2ccc([N+](=O)[O-])cc2)n1
    -13, -10, 3, -5, -1.2, 0, 4.8*, -6, i
#9 Cc1ccc(Oc2nc(-c3cccnc3)nc3ccccc23)c([N+](=O)[O-])n1
    -1, 6, 1, 4, -0.2, -13, 0.1, 1, i
#10 CCOC(=O)CC1=NN(c2ccccc2)C(=O)/C1=C\c1ccc(OC)cc1OC
    -5, 15, -7, -1, -0.6, 11, -1.0, 3, i
#11 CC/C(=N\NC(=O)c1c[nH]c2ccccc12)c1cccs1
    -9, 3, 0, 1, 0.4, 1, 0.6, 2, i
#12 CC(C)CNC(=S)NC1CC2CCCC(C1)N2Cc1cccs1 (configuration not stated)
    -3, -47, -9, 1, -1.0, -2, 1.0, 0, i
#13 N=c1c[n+](-c2ccc(Cl)cc2)[n-]o1
    -3, -14, -6, 2, -1.0, 1, -0.6, -1, i
#14 Cc1ccc(NC(=O)C[n+]2ccccc2)cc1[N+](=O)[O-]
    -2, -4, -1, 2, -0.3, 0, 0.2, 1, i
#15 CCOC(=O)C(NC(=O)c1ccccc1F)(Nc1cc(C)on1)C(F)(F)F (configuration not stated)
    -1, -12, -7, -11, -0.1, 1, 1.2, -2, i
#16 Cc1ccc(CS(=O)(=O)c2ccccc2-c2nnc(-c3ccc(Cl)cc3)o2)cc1
    -9, -2, 29, 2, -1.7, -6, 0.2, 2, i
#17 O=[N+]([O-])c1ccc(CN2CCOCCOCCOCC2)cc1
    -2, 23, -8, -5, 0.6, 1, 0.4, -1, i
#18 CCN(CC)CCN(C(=O)CCOc1ccccc1)c1nc2ccc(F)cc2s1
    -4, -2, 20, -7, 0.4, 2, -0.8, 1, i
#19 COc1ccc(NC(=S)NCCc2ccc(Cl)cc2)c(OC)c1
    -2, -9, 12, 3, 0.3, 3, -0.3, -4, i
#20 N#CC1(C#N)C(c2ccccc2)OC23CCCCC2C1(C#N)C(=N)O3 (configuration not stated)
    2, 108, -14, -21, 0.3, 30*, -1.0, -3, .
#21 CC(C)C(C(=O)N1CCOCC1)N1C(=O)c2ccccc2C1=O (configuration not stated)
    -3, 9, -5, 2, -0.4, -4, 0.1, 2, i
#22 O=C(COC(=O)CCSc1ccccc1)Nc1ccc(F)cc1Cl
    -4, 20, -2, 2, -0.1, 1, -2.2, 0, i
#23 Cc1ccccc1Cc1c(C)nc2ncnn2c1C
    -4, 2, -4, -1, -0.6, -1, 0.2, 1, i
#24 CCN(CC)c1ccc(Nc2nc(Cl)ncc2Br)cc1
    -3, -9, 16, 1, -0.4, -1, -0.2, 0, i
#25 Cc1ccccc1CNC(=O)CCC(=O)N1CCOc2ccccc21
    3, -9, -8, 4, -0.7, -12, 0.4, 0, i
#26 C=CCSc1nc2c(c(=O)[nH]c(=O)n2C)n1C/C=C(/C)Cl
    -4, -3, -4, -3, -0.8, 0, -0.2, 1, i
#27 O=C(NCCCN1CCOCC1)c1ccc2c(c1)N(Cc1cccc(F)c1)C(=O)c1ccccc1S2
    0, -2, 5, 5, -0.7, 2, -0.1, 4, i
#28 COc1ccc(C(=O)COC(=O)c2cc3ccccc3oc2=O)c(OC)c1
    -1, -6, -6, -6, -0.5, 3, 1.3, 2, i
#29 COc1ccc(CCCC(=O)O)c(C)c1
    -7, -1, -2, 5, -2.1, -7, 2.3, 2, i
#30 O=C(NCCCN1CCOCC1)C1CCC(=O)N1C1CCCCC1 (configuration not stated)
    -8, -6, -13, -2, -0.3, -5, 0.3, -1, i

An excerpt from above, showing only eLon inh, Neddyl block and Tb MetRS inh.
cpd	mol	eLon inh	Neddyl block	Tb MetRS inh
26	C=CCSc1nc2c(c(=O)[nH]c(=O)n2C)n1C/C=C(/C)Cl	0	i	-0.8
25	Cc1ccccc1CNC(=O)CCC(=O)N1CCOc2ccccc21	-12	i	-0.7
28	COc1ccc(C(=O)COC(=O)c2cc3ccccc3oc2=O)c(OC)c1	3	i	-0.5
24	CCN(CC)c1ccc(Nc2nc(Cl)ncc2Br)cc1	-1	i	-0.4
20	N#CC1(C#N)C(c2ccccc2)OC23CCCCC2C1(C#N)C(=N)O3 (configuration not stated)	30*	.	0.3

Later entries:
Value order – bovine MsrA act, MLLE-PAM2 inh, FAS-TE inh, CSN deneddyl inh, Tb MetRS inh, eLon inh, MsrA inh, Rin1-Abl PPI inh, Neddyl block
#31 Cc1cc(C)c(C#N)c(SCC(=O)N2CCCCC2)n1
    -1, 24, 13, 1, -1.0, -9, -1.7, 1, i
#32 O=C(N[C@@H]1C/C=C\C[C@H](CC(=O)N(CCO)Cc2ccccc2)C(=O)NC[C@@H](c2ccccc2)OC1=O)OCC1c2ccccc2-c2ccccc21
    1, -3, 4, 5, -0.4, -1, -0.3, 3, i
#33 O=C(c1ccc2c(c1)OCO2)N(c1ccc(Br)cc1)C1C=CS(=O)(=O)C1 (configuration not stated)
    -2, -1, 4, -2, 0.1, 3, -0.6, -2, i
#34 COc1ccc(S(=O)(=O)N2CCCCCC2)cc1C(=O)OCC(=O)NC1CCS(=O)(=O)C1 (configuration not stated)
    -3, 0, -8, -5, 0.1, -5, 0.5, -2, i
#35 CCOCC(=O)Nc1nc2ccc(OCC)cc2s1
    -2, 22, -2, 1, -0.3, 4, -1.0, 3, i
#36 COc1ccccc1-c1noc(-c2ccccc2)n1
    -4, 3, 8, 4, -1.2, 1, 0.1, -1, i
#37 CCOc1ccc(N2CC(C(=O)NC3CCSC3=O)CC2=O)cc1 (configuration not stated)
    -13, 1, 1, 2, -0.9, 6, -1.1, 3, i
#38 CCOc1ccc(CNC(=O)c2ccc(Sc3ccc(C)cc3)c(NC(C)=O)c2)cc1
    -7, -1, 12, -1, -1.0, -4, -0.3, -6, i
#39 CC(C)(C)NC(=O)CSc1nc2ccccc2c(=O)[nH]1
    0, 13, -3, 5, 0.1, 3, -0.3, 1, i
#40 O=C1C(=O)N(Cc2ccncc2)C(c2cccc(O)c2)/C1=C(\O)c1ccc2c(c1)OCCO2 (configuration not stated)
    -16, -8, -10, 0, -0.9, -6, 1.4, -5, i
#41 O=c1oc2c(CN3CCOCC3)c(O)ccc2c2ccccc12
    2, 0, -5, 4, -0.4, 4, 1.2, -3, i
#42 CCCCNC(=S)NNC(=O)c1c(C)nc2ccccn12
    -4, -14, -7, 5, -0.8, 0, -0.1, -1, i
#43 COC(=O)Nc1ccc2c(c1)N(C(=O)CCN1CCN3CCCC3C1)c1ccccc1CC2 (configuration not stated)
    -2&-3, 3&-10, -3&-10, 6&4, -0.5&-0.4, -8&3, -0.4&1.2, 2&-1, i
#44 CCOC(=O)Cc1nnc(NC(=O)Nc2ccccc2)s1
    0, -18, 1, -1, 16*, -5, -0.4, -4, i
#45 COc1ccc2c(COC(=O)CNC(=O)C34CC5CC(CC(C5)C3)C4)cc(=O)oc2c1
    0, 14, 7, 2, 0.0, 2, 1.2, -3, i
#46 CCOC(=O)Nc1cc(NC(=O)OCC)ncn1
    -10, -2, -9, 0, 0.2, 1, 1.1, 3, i
#47 COCC(=O)Nc1ccc2c(c1)[C@@H]1C[C@H](CC(=O)OC)O[C@@H](CO)[C@@H]1O2
    -3, 7, -7, 1, -0.8, 1, -0.1, 0, i
#48 Cc1ccc(S(=O)(=O)N(C)c2ccc3c(c2)C(=O)c2ccccc2-3)cc1
    -5, -6, 22, 6, -0.5, -1, -0.9, -1, i
#49 COCCNC(=S)N1CCN(c2cccc(C(F)(F)F)c2)CC1
    1, -126, 2, -6, 0.1, -2, 1.0, 5, i
#50 CCc1nc2c(OCCOC)cccn2c1N(C)C(=O)Nc1ccccc1OC
    -7, 8, -5, 3, 0.0, -12, -0.1, 1, i
#51 COC(=O)c1ccc(CSC2=NC[C@@H]3[C@@H]4C(=O)N(C)C(=O)[C@@H]4[C@](Cc4ccccc4)(C(=O)OC)N23)cc1
    2, 2, 10, -2, -0.1, 2, -0.7, -8, i
#52 COc1ccc(CCN(C)C(=O)Cn2c(=O)oc3ccccc32)cc1OC
    -13, -6, -4, 0, -1.2, 8, 0.7, 1, i
#53 COc1ccc2c(c1OC)C(=O)OC2Nc1nc(-c2cc3cc([N+](=O)[O-])ccc3oc2=O)cs1 (configuration not stated)
    -3, -11, 6, 1, -0.3, 3, 1.8, -3, i
#54 O=C(O)C1=C[C@H](C2CC2)C[C@H](OCCCCO)O1
    1, 6, -10, 1, -0.3, 7, -1.0, 1, i
#55 O=C(Nc1cc(C(F)(F)F)ccc1F)C1CCCCC1
    0, -9, 7, 2, -0.2, 0, ., -1, i
#56 O=C(Nc1cc(Cl)ccc1N1CCOCC1)c1ccc(N2CCCC2=O)cc1
    -1, 1, 1, -7, -0.3, 1, 1.4, 3, i

2 successive entries out of the list so far:
Value order – bovine MsrA act, MLLE-PAM2 inh, FAS-TE inh, CSN deneddyl inh, Tb MetRS inh, eLon inh, MsrA inh, Rin1-Abl PPI inh, Neddyl block
#48 Cc1ccc(S(=O)(=O)N(C)c2ccc3c(c2)C(=O)c2ccccc2-3)cc1
    -5, -6, 22, 6, -0.5, -1, -0.9, -1, i
#49 COCCNC(=S)N1CCN(c2cccc(C(F)(F)F)c2)CC1
    1, -126, 2, -6, 0.1, -2, 1.0, 5, i
